# Bioassay records (PubChem BioAssay)
# Kir21 inh – blocks the mouse Kir2.1 inward-rectifier potassium channel; B-score at 10 µM; HEK293-Kir2.1, FluxOR thallium flux fluorescence; hits give low values; 310,000 tested, 0.85% active; AID 1672;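 active means fluorescence ratio B-score at or below minus 3 SD of library scores, with starting-brightness B-score within 2 SD, cut at about -4.2 in these data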;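 further: channel flux triggered by added potassium and thallium sulfate stimulus; B-score of peak minus minimum fluorescence over baseline after thallium stimulus; more negative B-score means stronger Kir2.1 block with less thallium influx; some compounds called inactive have numbers as strong as hits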
# KCNQ2 block – KCNQ2 channel blockers in CHO-K1 cells – cell-based, FluxOR thallium flux, B-score, primary screen (AID 2156); 310,000 tested, 1.1% active; B-score at 10 µM; 20 min; hits give low values; O88943;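 active means fluorescence ratio B-score at most minus 3 library SDs, with starting brightness B-score within 2 library SDs, cut at about -5.5 in these data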
# Target sequence (O88943 whole entry, looked up): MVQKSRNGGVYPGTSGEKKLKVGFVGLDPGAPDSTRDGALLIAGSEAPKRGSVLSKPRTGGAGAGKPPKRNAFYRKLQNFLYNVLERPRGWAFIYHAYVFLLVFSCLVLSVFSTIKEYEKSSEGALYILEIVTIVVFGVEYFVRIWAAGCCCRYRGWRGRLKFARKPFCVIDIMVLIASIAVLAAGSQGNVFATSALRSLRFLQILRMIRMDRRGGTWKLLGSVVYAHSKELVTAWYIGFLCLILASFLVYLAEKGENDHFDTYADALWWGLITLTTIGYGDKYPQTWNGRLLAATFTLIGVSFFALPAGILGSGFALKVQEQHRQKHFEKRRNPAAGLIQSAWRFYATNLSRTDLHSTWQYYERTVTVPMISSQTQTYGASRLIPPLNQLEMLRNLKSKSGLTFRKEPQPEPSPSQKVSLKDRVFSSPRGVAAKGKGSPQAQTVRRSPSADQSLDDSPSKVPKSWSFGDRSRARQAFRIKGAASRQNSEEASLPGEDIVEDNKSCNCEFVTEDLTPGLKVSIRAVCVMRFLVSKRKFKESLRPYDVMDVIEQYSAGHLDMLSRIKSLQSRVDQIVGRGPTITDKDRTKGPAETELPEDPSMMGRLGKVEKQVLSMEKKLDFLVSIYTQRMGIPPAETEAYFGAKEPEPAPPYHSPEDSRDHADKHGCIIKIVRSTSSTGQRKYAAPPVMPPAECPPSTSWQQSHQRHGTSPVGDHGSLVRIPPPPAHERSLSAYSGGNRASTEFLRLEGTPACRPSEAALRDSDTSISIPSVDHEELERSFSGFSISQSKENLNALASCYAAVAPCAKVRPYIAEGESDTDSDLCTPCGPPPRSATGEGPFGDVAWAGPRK
# * = called active by the depositor; i = inactive.
SMILES,Kir21 inh,KCNQ2 block
CC1CCC/C(=N\NS(=O)(=O)c2ccccc2)C1 (stereo not drawn),0.62,i
O=S(=O)(CCSc1nc2ccccc2s1)c1nc2ccccc2s1,-0.44,i
CCN1CCN(C(=O)CN2C(=O)c3cccc4cccc2c34)CC1,-0.43,i
CCCCN(C)CCCNC(=O)CN1C(=O)COc2ccc(S(=O)(=O)N3CCOCC3)cc21,1.1,i
Cc1ccccc1-n1c(SCC(=O)NCC2CCCO2)nc2c([nH]c3ccccc32)c1=O (stereo not drawn),0.07,i
Cc1ccc(C)c(NC(=O)CSc2nnc(-c3ccccc3C)o2)c1,-1.9,i
CCn1c(=O)n(CC)c2cc(N3CCCC3)c(NC(=O)c3cccc(OC)c3)cc21,-0.91,i
Cc1c(C(=O)OC2CCCC2C)[nH]c2c1C(=O)CCC2 (stereo not drawn),-0.7,i
NC12CC3CC(CC(C3)C1)C2,0.89,i
O=c1ccc2c([nH]1)CCCCCCCCCC2,0.17,i
CC(C)(C)OC(=O)CNC(=O)c1[nH]cnc1C(=O)Nc1ccc(Cl)cc1,-0.58,i
COc1cc(C(=O)OCC(=O)N2CCCCC2C)cc(NC(=O)c2cccs2)c1OC (stereo not drawn),0.98,i
Cc1ccc(-n2c(Cc3ccccc3)n[nH]c2=S)c(C)c1,-1.1,i
O=C(NNC(=S)Nc1ccccc1Cl)c1ccccc1Cl,-0.21,i
CCOC(=O)c1c(NC(=O)CN2C(=O)CN(C)C2=O)sc(C)c1C,0.02,i
O=C(Nc1ccc2oc(-c3ccccc3)nc2c1)c1ccccc1F,-0.01,i
Cc1ccc2c(c1)cc(CN(Cc1cccnc1)C(=O)NCc1ccccc1)c1nnnn12,-1.5,i
COc1cccc(/C=C/C(=O)Oc2ccc(C(=O)c3ccc(F)cc3)cc2)c1,-1.5,i
COc1ccc(C)cc1Nc1nc(C)nc2c1oc1ccccc12,1.9,i
CC(=O)Nc1ccc(S(=O)(=O)N2CCC(NC(=O)c3ccco3)CC2)cc1,1.1,i
Cc1nnsc1C(=O)NC1CCCc2c1cnn2-c1cc(F)cc(F)c1 (stereo not drawn),2.9,i
COc1ccc(C(=O)N(c2ccccn2)C2CCCCC2)c(OC)c1,0.82,i
O=C(c1ccccc1F)N(Cc1cccs1)C1CCS(=O)(=O)C1 (stereo not drawn),-0.96,i
O=[N+]([O-])c1ccc(Cl)c(/C=N/N2CCN(Cc3ccc(Cl)cc3)CC2)c1,0.03,i

# Laid out differently: six of the compounds above
Compound | Kir21 inh | KCNQ2 block
Cc1ccc2c(c1)cc(CN(Cc1cccnc1)C(=O)NCc1ccccc1)c1nnnn12 | -1.5 | i
Cc1ccc(C)c(NC(=O)CSc2nnc(-c3ccccc3C)o2)c1 | -1.9 | i
CC(C)(C)OC(=O)CNC(=O)c1[nH]cnc1C(=O)Nc1ccc(Cl)cc1 | -0.58 | i
CCOC(=O)c1c(NC(=O)CN2C(=O)CN(C)C2=O)sc(C)c1C | 0.02 | i
O=[N+]([O-])c1ccc(Cl)c(/C=N/N2CCN(Cc3ccc(Cl)cc3)CC2)c1 | 0.03 | i
O=C(NNC(=S)Nc1ccccc1Cl)c1ccccc1Cl | -0.21 | i

# Next compounds.
SMILES,Kir21 inh,KCNQ2 block
CCN(CC)CCC#CC1(O)c2ccccc2-c2ccccc21,1.2,i
O=c1[nH][nH]c(-c2ccccc2O)c1C(C[N+](=O)[O-])c1ccc(Cl)cc1Cl (stereo not drawn),0.01,i
COc1ccc(/C=C/C(=O)NC(=S)Nc2ccc(S(=O)(=O)N=C(N)N)cc2)cc1OC,-0.21,i
CCOC(=O)N1CCC(Nc2c(N3CCN(c4cc(Cl)ccc4C)CC3)c(=O)c2=O)CC1,0.58,i
CCCc1cc(C(=O)Nc2ccc(F)c(Cl)c2)no1,-0.67,i
Cn1c(SCC(=O)O)nc2ccccc2c1=O,-0.1,i
O=S1(=O)CCC(NC(=S)N2CCCCCC2)C1 (stereo not drawn),0.64,i
C/C(=N\Nc1ccc(F)cc1F)c1ccc(Br)s1,0.97,i
CC1CCN(C(=O)C2CCC(CNS(=O)(=O)c3cccc4cccnc34)CC2)CC1 (stereo not drawn),-0.84,i
COc1cccc(CN2CCNC(=O)C2CC(=O)NCCc2ccccn2)c1 (stereo not drawn),-0.87,i
CCN(CC)Cc1cc(C(C)=O)ccc1O,-2.9,i
Cn1c(Nc2ccccc2)cc(=O)n(C)c1=O,0.74,i
Cc1nn(Cc2ccc(Cl)cc2)c2sc(C(=O)OCC(N)=O)cc12,-0.16,i
Cc1ccc(-c2nc3c(=O)n(-c4ccccc4)c4c(c(=O)n(C)c(=O)n4C)c3o2)cc1,-0.04,i
O=C(CCCSc1nnc(SCCCC(=O)c2ccc(F)cc2)s1)c1ccc(F)cc1,-0.2,i
Cc1ccc(CNC(=O)CCn2cc(-c3ccc(C)cc3)nc2-c2ccncc2)cc1,2.2,i
COc1ccc(NC(=O)Cn2c(=O)c(C)nc3ccccc32)cc1Cl,1.8,i
Cc1ccc(NC(=O)CN(C)C2CCCCC2)cc1Br,0.89,i
CCOc1ccc(NS(=O)(=O)c2ccc(C)c(C(=O)NCCCn3ccnc3)c2)cc1,-0.03,i
Cc1ccccc1N1CC(C(=O)N2CC(C)OC(C)C2)CC1=O (stereo not drawn),0.03,i
COC(=O)c1ccc(OC(=O)c2cccs2)cc1,-1.7,i
CC1CN(Cc2nc3c(c(=O)n(C)c(=O)n3C)n2CCCO)CC(C)O1 (stereo not drawn),-2.5,i
COc1ccccc1N1CC(C)(C)C(=O)N(C(=O)c2ccc(C)cc2)C1=S,0.09,i
CNCCOc1ccccc1-c1ccccc1,-0.59,i
O=C(CN1N=C(c2ccccc2)CCC1=O)NCCCN1CCc2ccccc2C1,0.79,i
CCCCCCCCCCCCOC1OC(CO)C(O)C(O)C1NC(C)=O (stereo not drawn),-0.55,i
O=C1N(O)C2(C=CCCC2)/C(=N\O)C12CCCCC2 (stereo not drawn),-0.95,i
CCOc1ccc(NC(=O)c2ccccc2C(=O)c2ccccc2)cc1OCC,-0.78,i
Cc1ccc(CNC(=O)c2nnn(CC(=O)Nc3cccc(C)c3C)c2N)cc1,-1.9,i
O=C(NCc1cccnc1)NC1(C(F)(F)F)Oc2ccc(Cl)cc2O1 (stereo not drawn),0.24,i
CCCc1nnc(SCC(=O)N2CCCCC2)n1CCCOC,0.81,i
CCCc1cc(C(=O)N2CCC(n3nccc3NC(=O)c3ccc(OC)cc3)CC2)no1,-0.42,i
O=S(=O)(Nc1ccc(-c2cn3c(n2)SCC3)cc1)c1cccs1,0.44,i
Cc1cc(C)n(-c2ccc(NC(=O)C3CCN(Cc4cnc(C)s4)CC3)cc2)n1,-0.75,i
CCN(CC)C(=O)CSc1nc(O)cc(=O)n1-c1ccccc1OC,0.48,i
CNc1cc(C(F)(F)F)nc(-c2ccccn2)n1,1.1,i
CCOc1ccccc1NC(=O)CN(Cc1ccccc1)S(C)(=O)=O,0.16,i
O=C1NC(=O)/C(=C\c2cn(Cc3ccccc3F)c3ccccc23)N1,-0.99,i
CC(=O)Nc1ccc(S(=O)(=O)N2CCN(C(=O)N3CCCCC3)CC2)cc1,-0.62,i
Cn1ccsc1=NC(=O)c1ccc(Cl)cc1,1.3,i
Cc1ccc(NC(=O)CN(c2cc(C)cc(C)c2)S(=O)(=O)c2c(C)noc2C)nc1,-1,i
Cc1ccc(-c2csc3nc(=O)c(C)nn23)cc1,2.5,i
COc1ccc(NC(=S)N2CCC(c3nc4ccc(Cl)cc4[nH]3)CC2)c(OC)c1,-0.26,i
Cc1ccnc(SCC(=O)N2CCc3ccccc3C2)n1,-1.3,i
CCN(CC)S(=O)(=O)c1cccc(-c2cn3cccnc3n2)c1,0.42,i
COc1cc2c(cc1OC)CN(C(=O)c1cccc([N+](=O)[O-])c1)CC2,-1.4,i
Cc1onc(-c2c(Cl)cccc2Cl)c1C(=O)N1CCN(c2ccc(F)cc2)CC1,0.01,i
CCN(CC)S(=O)(=O)c1ccc2nc(CSc3nnnn3-c3ccc(O)cc3)[nH]c2c1,-0.89,i
COc1ccc(-n2c(N)c(Br)c(=O)[nH]c2=O)cc1,-0.5,i
C=CCOc1ccc(C2C(C#N)=C(N)N(N(C)C)C3=C2C(=O)CCC3)cc1 (stereo not drawn),-0.24,i
O=C(CN1CCOc2ccccc21)NC1CC1,0.05,i
COc1ccc(C(=O)c2c(-c3ccc(OC)cc3)oc3ccc(-c4ccc(OC)nc4)cc23)cc1,-1.3,i
Cc1c2cnn(CC(=O)O)c(=O)c2c(C)n1Cc1ccccc1,1.2,i
CC(OC(=O)c1ccc(-c2ccc([N+](=O)[O-])cc2)o1)C(=O)NC(N)=O (stereo not drawn),0.77,i
CC(C)c1ccc(NC2CCCN(C(=O)CN3C(=O)CSC3=O)C2)cc1 (stereo not drawn),1.9,i
COc1ccc(/C=C2/C(=N)N3C(=NC2=O)Sc2cc(S(C)(=O)=O)ccc23)cc1OC,0.02,i
Cc1ccc2nc(-c3ccncc3)cc(C(=O)Nc3ccc(OC(F)F)cc3)c2c1,0.44,i
Cc1cc(C)c(NC(=O)CSc2nnc(SCC(=O)Nc3c(C)cc(C)cc3C)n2N)c(C)c1,-0.19,i
COc1ccccc1NC(=O)C[n+]1ccccc1,-0.36,i
Cc1ccc(CNC(=O)C(=O)NCC2CCCN2S(=O)(=O)c2cccs2)cc1 (stereo not drawn),-0.67,i

# Additional structures.
SMILES,Kir21 inh,KCNQ2 block
O=C(CSc1nc(CCC2CCCC2)nc2ccccc12)NCc1ccc2c(c1)OCO2,-0.46,i
CN(Cc1nc2ccccc2c(=O)[nH]1)CC(O)COCc1ccco1 (stereo not drawn),-0.86,i
CC(C)N(C1=CC(=O)OC12CCCCC2)C(C)C,-0.16,i
COc1ccc(N=Cc2cc(Cc3ccccc3Cl)cc([N+](=O)[O-])c2O)cc1OC,-0.43,i
COCCN(C(=S)Nc1ccc(C)cc1C)C(C)c1ccco1 (stereo not drawn),0.43,i
Cc1cc2oc(=O)cc(CN3CCN(S(=O)(=O)c4cccs4)CC3)c2cc1C,-1.8,i
COc1ccc(C(=O)NCC2CCCN2S(=O)(=O)c2cccs2)cc1OC (stereo not drawn),2.4,i
O=C(Cc1ccc(F)cc1)Nc1nnc(-c2ccc(F)cc2)o1,0.07,i
CCOC(=O)c1c(-c2ccccc2)csc1NC(=O)c1ccc(S(=O)(=O)N2CCOCC2)cc1,0.7,i
CCOC(=O)N1CCN(Cc2c(O)ccc3ccccc23)CC1,1,i
O=C(c1cccc(F)c1)N1CCCC(C(=O)N2CCCCCC2)C1 (stereo not drawn),-0.12,i
CC(=O)C1=C(O)C(=O)N(c2ccc(Br)cc2)C1c1ccc(Cl)cc1 (stereo not drawn),0.08,i
CCOc1ccc(CCNC(=O)c2oc3c(c2C)-c2[nH]ncc2CC3)cc1OCC,-0.01,i
COc1ccc(CC(=O)N(Cc2ccccc2)c2cccc(C)c2)cc1OC,-1.9,i
Cc1ccc(CSCCNC(=O)CSCc2ccc([N+](=O)[O-])cc2)cc1,-0.92,i
COc1ccccc1N1CCN(/N=C/c2ccc([N+](=O)[O-])cc2)CC1,0.06,i
CCCCSc1nc2c(c(=O)[nH]1)CCC2,3,i
CCCC(=O)O[C@]1(C(=O)CO)CC[C@H]2[C@@H]3CCC4=CC(=O)CC[C@]4(C)[C@H]3[C@@H](O)C[C@@]21C,1.1,i
COc1cccc(NC(=O)C(=O)NCCC2CCCCN2S(=O)(=O)c2ccccc2)c1 (stereo not drawn),-0.29,i
CC(C)CCNC(=O)c1ccc(-c2ccccc2)cc1,-0.25,i
O=C(Nc1ccncc1)c1cc(S(=O)(=O)N2CCCCC2)ccc1Cl,-1.7,i
CC1(C)CCCC2=C1CC1C(=O)N(Cc3cccnc3)C(=O)C1C2 (stereo not drawn),-1.3,i
CNn1cnc2ccsc2c1=O,1.4,i
COC(=O)Cc1csc(/N=C/c2c(O)n(-c3cccc(C(F)(F)F)c3)c(=O)c3ccccc23)n1,-0.72,i

# Part of the list above, field by field:
> O=c1ccc2c([nH]1)CCCCCCCCCC2
  Kir21 inh: 0.17
  KCNQ2 block: i

> Cc1ccc(CNC(=O)c2nnn(CC(=O)Nc3cccc(C)c3C)c2N)cc1
  Kir21 inh: -1.9
  KCNQ2 block: i

> COc1cccc(NC(=O)C(=O)NCCC2CCCCN2S(=O)(=O)c2ccccc2)c1 (stereo not drawn)
  Kir21 inh: -0.29
  KCNQ2 block: i

# Remaining list, next part:
SMILES,Kir21 inh,KCNQ2 block
CCC(=O)Nc1ccc(-c2cc3ccccc3oc2=O)cc1,-0.03,i
COc1cccc(OC)c1C(=O)Nc1ccc(C)cc1C(=O)c1ccccc1,0.64,i
CC(=O)Nc1ccc(NC(=O)C(Cc2ccccc2)NC(=O)C2CCCCC2)cc1 (stereo not drawn),-0.05,i
c1ccc(C(c2ccccc2)c2noc(CN3CCC(c4ccncc4)CC3)n2)cc1,-0.7,i
CCOc1ccc(-c2nc3ccccc3c(=O)o2)cc1,-1.2,i
COc1ccc(/C=C(\NC(=O)c2cccs2)C(=O)NN)cc1OC,-2.5,i
Cc1cc(NC(=O)CSc2nc(=O)n(CCCN(C)C)c3c2CCCC3)no1,-1.5,i
COc1ccc(C(=O)COC(=O)Cn2cnc3ccccc3c2=O)c(OC)c1,0.25,i
O=C(CN1CCN(Cc2ccccc2)C1=O)NCc1cccs1,0.8,i
CCOc1ccc(Nc2oc(Cc3ccccc3)nc2C#N)cc1,-0.06,i
COc1ccc(N2CCN(C(=O)c3ccc(NS(=O)(=O)c4ccc(F)c(F)c4)cc3)CC2)cc1,-1.8,i
COc1cccc(C2CC(c3ccccc3)=NN2S(=O)(=O)c2ccccc2)c1OC (stereo not drawn),0.07,i

# 2 records picked at random from those above, as already listed:
SMILES,Kir21 inh,KCNQ2 block
CC(=O)Nc1ccc(NC(=O)C(Cc2ccccc2)NC(=O)C2CCCCC2)cc1 (stereo not drawn),-0.05,i
COC(=O)Cc1csc(/N=C/c2c(O)n(-c3cccc(C(F)(F)F)c3)c(=O)c3ccccc23)n1,-0.72,i
